# IL-2 act – IL-2 activation | activation, % (series mostly up to about 46 µM) | IL-2 activation reporter assay, cell-based qHTS; stimulated with anti-CD3/CD4/CD28 beads; in transgenic mouse T cells | actives 0.065% (n = 360,000) | AID 652025; in the data active = activation above about 50%; inconclusive = mostly about 30% to 49%; also: 0% is about no effect
#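 Quantitative HTS in unstimulated transgenic mouse T cells, with memory T cells as non-tolerant control and PMA/ionomycin as tolerance-bypass control. Compound pretreatment lasted 60 minutes before 18 h bead stimulation; EGFP/DsRed fluorescence read.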
# EPAC1 antag – EPAC1 (human) antagonism. EPAC1 GEF assay, Rap1b-BODIPY-GDP exchange fluorescence. actives 0.14% (n = 360,000). AID 720709. O95398. Potency, µM (doses to about 115 µM), inactives show at the highest dose activity change, negative = inhibition, actives largely listed as inhibitors;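 also: potency is read from the fitted curve at half-maximal effect; plate controls were vehicle for no effect and positive control for full effect; nearly all actives have a fitted effect of over 50% in size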
# EPAC1 ag – agonists of human EPAC1; O95398; EPAC1 agonist qHTS, biochemical assay; response scale: 100% = response to 6.5 mM cAMP; Potency, µM (doses to about 154 µM), without a hit: top-dose activation, actives largely listed as activators; actives 0.073% (n = 360,000); AID 720707; also: potency is read from the fitted curve at half-maximal effect; nearly all actives have a fitted effect of over 60% in size
#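 Normalized to 6.5 mM cAMP, activity reflects EPAC1-catalysed release of BODIPY-GDP from Rap1B, followed kinetically over 30 min at 480 nm excitation, 540 nm emission. Reaction contained 100 nM EPAC1, 250 nM Rap1B-BODIPY-GDP, 50 uM GDP.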
# WRN helicase inh – blocks human WRN helicase. Q14191. WRN helicase unwinding, fluorescent forked duplex, kinetic. Potency, µM (top dose mostly 114 µM), without a hit: at the highest dose activity change, negative = inhibition, most hits filed as inhibitors. actives 0.46% (n = 360,000). AID 651768; also: potency is read from the fitted curve at half-maximal effect; % is scaled to controls: 0 for no effect and ±100 for the full control effect; nearly all actives have a fitted effect of over 55% in size
#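 Screening of the MLSMR collection measured strand separation of a quenched forked DNA duplex (100 nM) by 20 nM WRN with 2 mM ATP, all final. Compounds were preincubated with enzyme 15 min at room temperature.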
# PLK1 PBD inh – blocks phosphopeptide binding to human PLK1 polo-box domain | actives 2.8% (n = 360,000) | Plk1 PBD binding of FITC phosphopeptide, fluorescence polarization | Potency, µM, inactives show max response, negative = inhibition, actives largely listed as inhibitors | P53350; also: potency is read from the fitted curve at half-maximal effect; series mostly up to about 57 µM; % is scaled to controls: 0 for no effect and ±100 for the full control effect; nearly all actives have a fitted effect of over 65% in size
# Target sequence (P53350 whole entry, looked up, the tested form may be a part): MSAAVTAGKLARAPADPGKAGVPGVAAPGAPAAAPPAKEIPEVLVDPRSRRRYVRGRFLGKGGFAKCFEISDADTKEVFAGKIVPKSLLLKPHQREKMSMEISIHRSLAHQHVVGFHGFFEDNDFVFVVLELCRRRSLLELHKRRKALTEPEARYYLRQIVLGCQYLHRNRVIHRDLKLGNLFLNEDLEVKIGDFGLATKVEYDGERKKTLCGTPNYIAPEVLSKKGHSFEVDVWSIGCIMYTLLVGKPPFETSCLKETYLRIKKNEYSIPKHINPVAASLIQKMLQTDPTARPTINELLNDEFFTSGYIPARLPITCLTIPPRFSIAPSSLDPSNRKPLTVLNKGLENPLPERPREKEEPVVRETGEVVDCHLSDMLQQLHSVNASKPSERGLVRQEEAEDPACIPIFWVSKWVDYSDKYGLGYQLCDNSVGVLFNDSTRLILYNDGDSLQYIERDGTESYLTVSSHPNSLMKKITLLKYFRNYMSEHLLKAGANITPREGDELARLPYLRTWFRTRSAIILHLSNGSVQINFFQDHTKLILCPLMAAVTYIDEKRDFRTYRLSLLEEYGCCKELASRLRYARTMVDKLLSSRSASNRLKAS
# PI5P4K alpha inh – inhibitors of human PI5P4K alpha. PI5P4Kalpha enzyme, ADP-Glo luminescence, 60 min; hits give low values. actives 1.2% (n = 330,000). AID 652105. max response, %. P48426; active = max response of -50% or lower; inconclusive = between -30% and -50%; inactive = -30% or higher; also: value at the top dose of about 77 µM; % is scaled to controls: 0 for no effect and ±100 for the full control effect
# Target sequence (P48426 whole entry, looked up): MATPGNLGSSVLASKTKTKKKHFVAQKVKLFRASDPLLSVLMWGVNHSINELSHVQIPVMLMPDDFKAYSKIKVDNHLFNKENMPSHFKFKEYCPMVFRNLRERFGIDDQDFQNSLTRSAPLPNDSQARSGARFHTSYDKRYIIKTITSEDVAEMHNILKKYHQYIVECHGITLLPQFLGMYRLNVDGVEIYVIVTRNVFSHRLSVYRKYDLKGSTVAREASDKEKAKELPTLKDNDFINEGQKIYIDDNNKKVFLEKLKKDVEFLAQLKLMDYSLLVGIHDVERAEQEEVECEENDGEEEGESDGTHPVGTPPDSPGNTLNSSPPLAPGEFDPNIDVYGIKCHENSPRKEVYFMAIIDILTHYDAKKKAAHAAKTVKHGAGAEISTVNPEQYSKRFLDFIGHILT
#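 Quantitative HTS of the MLSMR library against PI5P4Kalpha with substrate. ATP added last at 5 microM final; room temperature, 60 minutes. Remaining ATP depleted, ADP converted and read as luminescence.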
# FUS suppressor – suppressors of FUS proteinopathy in yeast | Potency, µM (top dose mostly 76.6 µM), for the others: at the highest dose growth rescue (activation), usual class: activators | actives 0.24% (n = 390,000) | AID 1347120 | S. cerevisiae FUS-expressing, growth rescue, OD600, 24 h;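 also: potency is read from the fitted curve at half-maximal effect; plate controls were DMSO vehicle for no effect and reference control for full effect; nearly all actives have a fitted effect of over 55% in size; some results filed as inactive show a strong effect at the top dose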
#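 Yeast FUS proteinopathy model; galactose-induced FUS (2%), starting OD 0.005. Cpds in dilution series, 24hr, 30C, 99% humidity. Abs 600 nm growth. Pos ctrl CP55940 (top 92uM final); neg ctrl DMSO.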
# Abeta yeast res – A-beta toxicity reversal in yeast. yeast expressing A-beta42, growth rescue, OD600, 48 h; response scale: 0% DMSO, 100% iron-clioquinol control. Potency, µM (doses to about 46.1 µM), for the others: top-dose growth rescue, most hits filed as activators. actives 0.063% (n = 410,000). AID 1347071; also: potency is read from the fitted curve at half-maximal effect; nearly all actives have a fitted effect of over 55% in size
#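 Growth rescue measured by 600 nm absorbance after 48 h yeast culture at 30 C with compound. Values normalized between DMSO and an equimolar ferric chloride plus clioquinol control.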
# An asterisk follows results filed as active; ? = inconclusive; . = no result given; & = joins results of further samples; [ ] = another dose, or the depositor's remark. Unless noted, calls follow the shape of the dose curve; as a rule, active = well fitted curve in the direction sought with a large enough effect; inconclusive = small, poorly fitted or top-dose-only effect, or another doubt; inactive = no such curve, though single readings can be large; an effect the other way counts as inactive or inconclusive.
SMILES,IL-2 act,EPAC1 antag,EPAC1 ag,WRN helicase inh,PLK1 PBD inh,PI5P4K alpha inh,FUS suppressor,Abeta yeast res
CCCCn1c(N)c(N(CCOC)C(=O)c2cc3c(s2)CCC3)c(=O)[nH]c1=O,0.2,-13.3%,0.0%,?,-8.5%,-9.5,38.7%,3.4%
Cc1nn2c(-c3ccccc3)ccnc2c1-c1ccccc1,2.9,7.7%,18.6%,-3.5%,0.8%,.,35.1%,-1.9%
Cc1ccc(C2(C)NC(=O)N(CC(=O)Nc3nc(-c4ccccn4)cs3)C2=O)cc1 (stereo unspecified),-2.6,-0.4%,1.9%,?,4.23µM*,-59.1*,28.7%,-40.9%[inhibitor]
CCOCCCN1CN(S(=O)(=O)c2ccc(Cl)cc2)c2nc3ccccc3nc21,-0.5,-11.0%,10.1%,-8.6%,-0.7%,2.4,-1.9%,4.8%
COc1ccc(CN2CC(=O)N(c3ccccc3C)C2=S)cc1OC,-2.0,-6.2%,6.2%,-19.8%,0.1%,-1.3,8.0%,1.6%
CCCCNC(=O)OC1CC2CC1[C@H]1CCCCN1C2=O (stereo partly specified),1.5,-17.4%,-13.8%,6.1%,-1.7%,2.8,-19.4%,-17.9%
CCn1c2ccccc2c2nnc(SCC(=O)Nc3ncccn3)nc21,-0.8,-0.6%,-5.5%,12.6%,-8.9%,-1.1,22.8%,-11.9%
O=C(C1CCN(S(=O)(=O)N2CCOCC2)CC1)N1CCc2ccccc21,-0.7,7.0%,5.2%,1.1%,-10.0%,6.6,-0.6%,-9.2%
CN(CCO)c1ccc(C=NNc2ccc([N+](=O)[O-])cc2S(=O)(=O)Nc2ccccc2C(=O)O)cc1,-0.6,50.1µM*,-6.3%,44.7µM*,21.2µM*,-54.9*,?,-7.3%
Cc1ccc(N(C)C(=O)CC(C)S(=O)(=O)c2ccc3c(c2)NC(=O)CO3)cc1 (stereo unspecified),-0.6,?,0.0%,2.9%,-9.0%,-1.4,-4.5%&-7.8%,12.0%&-9.5%
COc1cc(CN2CCC(C)CC2)ccc1OCc1ccccc1,-0.6,3.4%,4.4%,0.8%,-11.4%,0.0,-10.9%,4.4%
Cc1ccc(CSCCNC(=O)CSCc2ccc([N+](=O)[O-])cc2)cc1,-3.9,8.4%,18.9%,-14.3%,-14.6%,.,26.6%,-6.3%
Cc1[nH]n(-c2ccc([N+](=O)[O-])cc2)c(=O)c1C=NCCN1CCN(C(=O)c2ccccc2F)CC1,0.0,0.4%,4.2%,8.7%,-8.5%,.,23.9%,-32.2%[inhibitor]
C=CCN(c1ccccc1OC)S(=O)(=O)c1cccc(C(=O)OCC(=O)N2CCOCC2)c1,0.2,-5.4%,5.4%,0.7%,-14.2%,5.5,6.7%,-5.9%
COC(=O)c1c(NC(=O)C(C)C)sc(C(=O)N2CCOCC2)c1C,-0.4,5.8%,9.7%,-8.1%,?,-6.7,6.6%,-0.8%
O=C(Nc1ccnn1C1CCN(Cc2ccc(CO)o2)CC1)c1ccccc1,-1.7,-4.2%,-7.8%,3.3%,-1.6%,1.1,10.7%,-14.2%
CC1CCN(c2ccc(NC(=S)NC(=O)c3ccc(-c4cccc([N+](=O)[O-])c4)o3)cc2)CC1,0.1,-0.1%,7.2%,-13.2%,?,.,?,9.1%
NC(=O)CC[C@H](NC(=O)c1ccc(Cl)cc1)C(=O)NNC(=O)COc1cccc(Br)c1,0.2,-7.5%,-2.4%,10.6%,-2.4%,1.1,9.3%,-0.3%
COc1ccc(N2CCN(c3ncnc4scc(-c5ccc(F)cc5)c34)CC2)cc1,-1.2,?,11.7%,-1.6%,-3.0%,0.3,20.9%,-46.2%[inhibitor]
O=C(N/N=C\c1c(O)ccc2ccccc12)c1ccc(O)cc1,0.5,-17.4%,0.0%,-18.3%,?,?,7.7%,-11.4%
Cc1c(Cl)cccc1NC(=O)CC(NCCN1CCOCC1)C(=O)O (stereo unspecified),-2.7,20.7%,-10.0%,-9.5%,-15.5%,-2.5,8.5%,-7.4%
CCOC(=O)c1nnc2ccnn2c1N,-0.6,1.0%,5.0%,-17.2%,-1.1%,.,-4.9%,-1.0%
CC(C)NC1=C(Cl)C(=O)c2ccccc2C1=O,-1.5,-28.0%,6.9%,-16.0%,-16.8%,.,19.0%,-89.9%[inhibitor]
CCn1cc(CN2CCC(n3nccc3NC(=O)CCc3ccccc3)CC2)cn1,0.0,5.6%,-13.8%,-7.7%,-1.0%,0.8,30.1%,0.3%
CCOC(=O)O[C@]1(C(=O)COC(=O)CC)CC[C@H]2[C@@H]3CCC4=CC(=O)C=C[C@]4(C)[C@H]3[C@@H](O)C[C@@]21C,-0.6,11.2%,-11.5%,-5.4%,-0.6%,5.3,-39.6%,-26.6%
CCOC(=O)c1c(C)[nH]c(C(=O)Cn2c(=O)oc3ccccc32)c1C,-0.5,-1.9%,11.7%,-2.8%,-0.6%,5.4,-18.8%,16.5%
O=C(NCC1CCCO1)c1ccc(CNS(=O)(=O)c2ccc(F)c(Cl)c2)cc1 (stereo unspecified),2.2,-6.9%,-3.9%,2.1%,3.9%,0.3,13.1%,-9.6%
COc1ccc2c(c1)CCC(C)N2S(=O)(=O)c1ccc(C2CNC(=O)C2)cc1 (stereo unspecified),-1.9,-0.6%,7.2%,-9.1%,-3.1%,.,32.7%,18.2%
O=C(Oc1ccccc1)c1ccc(COC(=O)c2cnccn2)cc1,-0.5,-10.3%,17.9%,-2.2%,1.9%,2.1,10.8%,-2.9%
Cc1ccc(-c2cc3nc(-c4ccccc4)cc(NCCCO)n3n2)cc1,-3.4,-6.7%,18.9%,-9.1%,6.3%,18.1,-30.9%,3.6%

# For convenience, part of the list above:
SMILES,IL-2 act,EPAC1 antag,EPAC1 ag,WRN helicase inh,PLK1 PBD inh,PI5P4K alpha inh,FUS suppressor,Abeta yeast res
O=C(Oc1ccccc1)c1ccc(COC(=O)c2cnccn2)cc1,-0.5,-10.3%,17.9%,-2.2%,1.9%,2.1,10.8%,-2.9%
Cc1ccc(-c2cc3nc(-c4ccccc4)cc(NCCCO)n3n2)cc1,-3.4,-6.7%,18.9%,-9.1%,6.3%,18.1,-30.9%,3.6%

# New compounds follow:
SMILES,IL-2 act,EPAC1 antag,EPAC1 ag,WRN helicase inh,PLK1 PBD inh,PI5P4K alpha inh,FUS suppressor,Abeta yeast res
Cc1ccc(NC(=O)Cn2c(/C=C/c3ccccc3)nc3ccccc32)cc1C,-2.8,4.5%,1.4%,5.3%,-6.4%,.,?,-36.5%[inhibitor]
O=C(Nc1ccccc1)c1ccccc1O,-1.6,4.4%,7.9%,-0.8%,-8.6%,.,27.9%,-67.9%[inhibitor]
O=C(CSc1ccccc1F)NC(=O)c1ccccc1Br,0.5,-5.1%,4.3%,-17.9%,-16.9%,?,20.2%,16.0%
COc1cc(OC)cc(C(=O)NC(C(=O)NCCc2ccccn2)C(C)C)c1 (stereo unspecified),-0.3,6.5%,6.8%,-6.8%,-2.9%,-0.1,-14.6%,8.0%
CC(C)CC(N)c1csc(Nc2ncccn2)n1 (stereo unspecified),-0.1,-2.0%,-4.3%,6.5%,-5.3%,-11.3,-24.4%,0.0%
Cc1ccc[n+](CC(=O)Nc2nc3ccccc3s2)c1,-1.5,-0.9%,11.2%,-2.9%,2.1%,1.5,?,0.7%
O=C(O)CCc1ccc(-c2cccs2)n1NC(=O)c1ccco1,0.1,-10.8%,5.4%,-13.9%,-18.8%,-12.4,6.3%,-4.2%
O=C(COc1ccc(Cl)cc1)Nc1ccc(Cl)cn1,1.2,5.7%,-9.8%,-2.1%,-6.2%,-15.3,-9.9%,5.3%
O=C(O)c1ccccc1N/N=C\c1ccnc2ccccc12,1.0,-8.8%,-4.8%,-33.2%,-17.1%,-68.2*,51.7%,1.7%
Cc1ccccc1NC(=O)NC1(C(=O)NCC2CCCO2)CCCCC1 (stereo unspecified),0.4,0.5%,1.1%,-1.3%[57.1 µM],2.3%,4.1,-6.7%,-24.1%
CC(=O)NCCn1c(SCC(=O)c2ccc(Cl)cc2)nc2ccccc2c1=O,-1.1,-3.6%,3.3%,6.5%,1.3%,.,14.5%,6.4%
O=C1CSC(c2ccncc2)N1Cc1ccccc1 (stereo unspecified),-0.3,5.4%,4.2%,7.0%,-13.1%,0.3,-8.1%,4.6%
NC(=O)Nc1ccc(Cl)cc1,2.8,8.6%,6.4%,0.9%,-0.5%,0.1,-17.8%,1.0%
Cc1cc2c(C)nc3ccccc3c2o1,0.1,-1.8%,1.6%,-26.5%[57.1 µM],-9.5%,-12.7,-31.2%,26.5%
O=C(O)c1cccc(S(=O)(=O)N2Cc3ccccc3C2)c1,3.5,11.8%,0.9%,3.0%,-4.7%,-6.0,-5.8%,-8.3%
O=C1C(c2c(O)[nH]c3ccccc23)=Nc2ccccc21,0.0,3.6%,12.8%,-4.2%,-3.3%,-0.5,-15.6%,-8.9%
CN1C(C(=O)NCc2ccco2)CC2Cn3c(nc4ccccc43)C21 (stereo unspecified),0.6,-14.5%,17.5%,-3.6%,2.6%,-5.7,-19.2%,-0.4%
Cc1ccc(C(=O)NNC(=O)c2cc3cc4ccccc4nc3s2)cc1,-4.6,-14.2%,-1.3%,-24.7%,-15.4%,-5.3,.,-1.2%
CCOc1nc(Nc2ccc(OC)cc2)nc(OCC)n1,-0.2,-14.9%,2.0%,-34.0%[57.1 µM],-8.1%,-3.0,11.6%,14.7%
Cc1ccc(C(=O)N/N=C/c2cccc3ccccc23)cn1,-4.6,3.9%,6.6%,-3.4%,2.8%,4.3,0.4%,12.4%
CC1CCN(S(=O)(=O)c2ccc(NC(=O)CN3CCN(C)CC3)cc2)CC1,0.7,10.5%,9.3%,2.2%,-1.1%,.,24.6%,-15.7%
COc1cc2c(cc1NC(=O)c1cccnc1)oc1ccccc12,-0.3,-9.0%,13.5%,-5.1%,-4.6%,-4.8,?,-29.2%
CN1CCN(C(=O)C(=O)c2cn(CC(=O)N3CCCC3)c3ccccc23)CC1,0.9,-0.5%,-6.0%,-11.3%,1.5%,-3.3,.,10.0%
CCOC(=O)c1c(-c2ccccc2)nc2ccccn12,-2.3,3.1%,3.9%,-5.0%,-9.3%,-4.0,17.3%,-89.3%[inhibitor]
COc1ccc(N2CCN(C(=O)c3cccc(NC(=O)c4ccco4)c3)CC2)cc1,0.3,-19.4%,23.6%,-21.3%,-6.9%,1.8,26.6%,-5.2%
CCOc1ccc(NS(=O)(=O)c2ccc(C(=O)N3CCC3)cc2)cc1,2.9,18.6%,-2.9%,8.5%,-0.2%,-3.7,6.0%,7.7%
